Source: PubChem
UHRF1 MBD2 ctr = blocks human UHRF1 binding to methylated DNA. Q96T88. UHRF1 binding to methylated oligo, TR-FRET. inhibition, % at 4.4 µM. actives 0.75% (n = 370,000); in the data active = inhibition above about 21%;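 also: UHRF1 SRA domain binding a hemimethylated CpG hairpin DNA probe; 0% = median of test compound wells and 100% = reference inhibitor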
Rev-erbA mod = modulators of human Rev-erb alpha DNA binding | actives 0.79% (n = 370,000) | activity, % at 10 µM | P20393 | Rev-erbα–FITC-DNA binding, fluorescence polarization, 90 min | AID 1259318;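 active = activity above about 14%, limit read from the data; passing the limit was not always enough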;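 also: 0% = DMSO wells with 35 nM protein and 100% = DMSO wells with 750 nM protein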
Target sequence (P20393 whole entry, looked up): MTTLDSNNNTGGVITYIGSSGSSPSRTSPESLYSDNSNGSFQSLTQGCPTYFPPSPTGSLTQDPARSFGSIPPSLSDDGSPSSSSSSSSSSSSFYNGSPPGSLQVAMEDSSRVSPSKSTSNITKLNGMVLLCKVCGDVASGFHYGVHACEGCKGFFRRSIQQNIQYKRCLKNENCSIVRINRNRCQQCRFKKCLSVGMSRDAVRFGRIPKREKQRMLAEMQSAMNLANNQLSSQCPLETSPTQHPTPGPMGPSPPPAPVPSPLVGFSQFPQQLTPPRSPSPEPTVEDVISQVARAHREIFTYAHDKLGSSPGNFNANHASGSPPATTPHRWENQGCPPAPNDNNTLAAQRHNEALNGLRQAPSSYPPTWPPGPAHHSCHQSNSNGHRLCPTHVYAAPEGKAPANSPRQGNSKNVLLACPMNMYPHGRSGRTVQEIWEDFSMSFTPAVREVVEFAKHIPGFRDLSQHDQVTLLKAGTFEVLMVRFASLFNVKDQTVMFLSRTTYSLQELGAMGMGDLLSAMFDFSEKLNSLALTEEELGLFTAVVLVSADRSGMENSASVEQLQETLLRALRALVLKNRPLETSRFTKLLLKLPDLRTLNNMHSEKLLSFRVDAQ
DDE Tn7 FP inh = disrupts Tn7 cyclic peptide binding to fibrin D-Dimer-E complex. actives 0.13% (n = 370,000). P02675. FP displacement of FITC-Tn7 peptide from fibrin DD(E); 0% = median of compound wells per plate. inhibition, % at 8.3 µM;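 active = inhibition above the mean of compounds falling within the control limits plus 3 SD of them, cut at about 14% in these data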;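 also: 0% = plate median of compound wells and 100% = 10 µM Aha-Tn7 peptide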
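Assay system: Fibrin-DD(E) protein isolated from polymerized human fibrin clots; read-out basis: percent inhibition; medium: Tris/NaCl/CaCl2 buffer, pH 7.8; signal: FP measurement; incubation: 10 min plus 3 h, room temperature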
PLC-beta3 inh = blocks human PLC-beta3 enzyme activity; Q01970; Purified PLC-beta3, fluorogenic substrate, fluorescence; inhibition, % at 12.2 µM; actives 0.18% (n = 370,000); AID 720704; in the data active = inhibition above about 11%;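 also: 0% = median of compound wells on plate and 100% = full blocker control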
ASAP1 inh = blocks human ASAP1-stimulated Arf1 GTP hydrolysis | GDP FP detection | AID 624377 | inhibition, % at 16.5 µM | actives 0.19% (n = 360,000) | Q9ULH1; in the data active = inhibition above about 25%;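 also: 0% = vehicle with enzyme and substrate and 100% = no enzyme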
proKLK7 act = activators of human kallikrein-7 zymogen; activation, % at 7 µM; actives 0.9% (n = 370,000); purified proKLK7, EDANS-DABCYL substrate fluorescence; 100% is mature enzyme control, 0% vehicle; P49862;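 active = activation above the mean of all tested compounds plus 3 SD, computed per campaign excluding outliers beyond control limits, cut at about 13% in these data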
Target sequence (P49862 whole entry, looked up): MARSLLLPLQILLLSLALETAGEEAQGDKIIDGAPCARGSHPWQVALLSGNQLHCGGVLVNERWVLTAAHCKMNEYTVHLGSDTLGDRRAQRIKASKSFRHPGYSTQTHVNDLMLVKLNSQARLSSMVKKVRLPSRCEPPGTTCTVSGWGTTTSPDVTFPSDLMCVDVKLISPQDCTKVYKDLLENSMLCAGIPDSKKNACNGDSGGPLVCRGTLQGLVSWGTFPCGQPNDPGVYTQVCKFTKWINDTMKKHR
DDE Tn6 FP inh = inhibitors of Tn6 peptide binding to human fibrin DD(E); P02675; Fibrin DD(E) TRITC-Tn6 fluorescence polarization displacement; inhibition, % at 8.3 µM; actives 0.21% (n = 370,000); AID 720509;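 active = inhibition above a per-campaign cutoff: mean of compounds within control limits plus 3 SD, cut at about 15% in these data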;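 also: 0% = median of all compound wells on the plate and 100% = blocking peptide control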
ARFGAP1 inhibitor = inhibits rat ARF GTPase activating protein 1; Arfgap1-stimulated ARF1 GTP hydrolysis, GDP FP detection; inhibition, % at 16.5 µM; actives 0.26% (n = 360,000); AID 651572;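 active = inhibition above a per-plate limit, mean inhibition of low control wells plus 3 SD, cut at about 25% in these data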;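 also: 0% = DMSO wells with enzyme and 100% = wells lacking Arfgap1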
Target sequence (Q62848 1-136 limits assumed): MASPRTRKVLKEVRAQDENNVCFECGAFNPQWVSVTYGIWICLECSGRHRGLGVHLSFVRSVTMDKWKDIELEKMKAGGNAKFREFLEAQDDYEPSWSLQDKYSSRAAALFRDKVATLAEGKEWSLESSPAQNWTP
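Material – truncated rat Arfgap1 GAP domain · Buffer or medium – HEPES-based buffer, pH 7.5 · Reagent – human ARF1(Δ1-17)-GTP substrate · Dosing – 16.5 µM single point, 1.26% DMSO · Schedule – GTP hydrolysis reaction 2 h at 25 °C · Technique – GDP detection by fluorescence polarization · Benchmarks – No-Arfgap1 wells (100%) versus DMSO full-reaction wells (0%) · Repeats – single replicate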
PLCg1 inh = blocks human PLC-gamma1 enzyme activity; P19174; AID 720700; inhibition, % at 12.2 µM; purified PLC-gamma1, fluorogenic substrate, fluorescence; actives 0.84% (n = 370,000); in the data active = inhibition above about 9.5%
sPLA2-III inh = Blocks human group III sPLA2 activity; QFRET BODIPY PC-A2 liposome hydrolysis, fluorescence; inhibition, % at 12.2 µM; actives 0.56% (n = 370,000);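 active = inhibition above mean plus 3 SD of compounds lying within the high and low control bounds, cut at about 19% in these data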;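 also: 0% = median of test compound wells and 100% = no enzyme DMSO wells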
An asterisk follows results filed as active; i = inactive. Random draw from the library. About 4.5% of those tested had a hit in this group.

structure,DDE Tn6 FP inh,UHRF1 MBD2 ctr,sPLA2-III inh,PLCg1 inh,ARFGAP1 inhibitor,proKLK7 act,ASAP1 inh,Rev-erbA mod,DDE Tn7 FP inh,PLC-beta3 inh
COc1ccc(CN2C(=NC(=O)CCC3CCCC3)SC3CS(=O)(=O)CC32)cc1 (configuration not stated),-2,-3,-5,5,7,-0.2,-6,-5,0,-3
CC(C)Cc1ccc(C(C)C(=O)Nc2ccc(O)cc2)cc1 (configuration not stated),1,4,-13,1,-3,-0.3,-8,2,1,-5
Cn1c(C(=O)c2ccccc2)nc2ccccc21,-6,-2,4,-3,12,0.5,6,-2,-4,-10
CCc1ccc(C(C)NC(=S)NCc2ccc(F)cc2)cc1 (configuration not stated),-2,1,1,1,7,-0.3,2,-4,-6,-7
C=CCNc1nc(C(F)(F)F)nc2c1nnn2Cc1ccccc1Cl,2,2,3,2,19,0.3,7,0,0,-4
CCCc1cc(=O)oc2cc(OCC(=O)Nc3ccccn3)ccc12,-4,-3,-1,-5,-6,-0.4,1,-1,8,-11
CCOC(=O)C1=C(CN2CCc3ccccc32)NC(=O)NC1c1cc(C)ccc1C (configuration not stated),1,10,1,4,14,0.2,0,1,-3,-5
Cc1cccc(-c2noc(CCC(=O)N3CCN(c4cc(C)ccc4C)CC3)n2)c1,-1,2,6,-2,-1,0.6,1,2,5,-8
COCCN(C(=S)Nc1cccc(C)c1)C(C)c1cccs1 (configuration not stated),5,3,-1,1,15,0.8,4,2,2,2
COc1cc(CCC(=O)OCC(=O)NCCc2ccc(S(N)(=O)=O)cc2)cc(OC)c1OC,5,-3,1,3,6,-0.1,-2,-2,-2,-1
Cc1oc(-c2ccccc2F)nc1CN1CCC(C(=O)NCCC2=CCCCC2)CC1,0,0,-15,3,-6,0.1,-2,2,-1,0
O=C(Cc1c(Cl)cccc1Cl)OCC(=O)N1CCN(C(=O)c2ccco2)CC1,-1,0,0,1,-2,0.2,-7,-3,5,2
O=C(Nc1ccccc1C(=O)O)c1ccccc1,-3,1,-3,-2,5,0.2,4,2,2,-2
COc1cc(/C=C2/C(=N)N3C(=NC2=O)SN=C3S(=O)(=O)C(C)C)ccc1OC(=O)c1ccco1,-11,-2,-2,-3,-3,0.3,1,8,-1,-17
CCn1c(=O)cc(SCC(=O)N(C)Cc2ccccc2)c2ccccc21,5,0,0,2,16,0.0,-1,-5,1,-4
CC(C)(C)[C@H]1COC(=O)CCC/C=C/C[C@H](CC(=O)N(CCO)Cc2ccccc2)C(=O)N1,0,1,6,1,9,0.1,-4,-5,1,3
O=C(NCc1cccnc1)Nc1cccc(NC(=O)NCc2cccnc2)c1,1,3,6,-4,9,0.4,6,2,-2,-1
CC(=O)c1ccc(N2CCN(C(=O)c3cc(-c4cccnc4)nc4ccc(Br)cc34)CC2)cc1,-2,-3,-7,-1,5,0.3,-2,-1,-5,-7
CCCCNC(=O)c1ccc2c(c1)S(=O)(=O)c1ccccc1C2=O,1,-1,1,2,-2,-0.2,-9,0,-3,-7
COc1ccc(C(=O)OCC(=O)C(C)(C)C)cc1S(=O)(=O)N(C)CCc1cccnc1,9,-1,-5,4,-3,-0.5,-5,4,2,-2
C=CCN(C(=O)CSC1=NC(=O)CN1C(C)=O)c1nc(C)c(-c2ccccc2)s1,1,-4,-11,-5,6,-0.1,7,0,-3,-8
CC1CCCC(NC(=O)CN2C(=O)NC(C)(c3cc(F)ccc3F)C2=O)C1C (configuration not stated),1,0,-7,-3,5,0.6,6,-1,-3,2
COc1ccc(OC)c(-n2c(SCC(=O)NCc3ccco3)nnc2-c2c[nH]c3ccccc23)c1,-3,-2,-19,3,15,0.5,-9,-5,7,3
CCCOc1ccc(C(=O)NCC(c2ccco2)N(C)C)cc1 (configuration not stated),-5,0,-3,-2,11,-0.2,-9,-1,0,-1
CCCCCCN1C[C@@H](n2cc(-c3ccc(F)cc3)nn2)[C@H](O)C[C@@H]1c1ccccc1,-5,2,1,-1,2,0.6,-8,-4,5,2
Cc1ccc(S(=O)(=O)N[C@@H](CC(C)C)C(=O)N2CCC(C(=O)N[C@@H](Cc3ccccc3)C(=O)O)CC2)cc1,0,0,1,6,-1,0.7,11,-3,-2,4
Cc1ccccc1NC(=O)CCc1c(C)nn(-c2ccc(N3CCCCC3)nn2)c1C,0,0,-1,-3,4,-0.6,15,-4,-1,-11
O=C(C[n+]1ccccc1)Nc1c(Cl)cc(Cl)cc1Cl,-5,0,8,1,12,0.1,4,-4,3,2
Cc1ccc(NC(=S)NNC(=S)NNc2ccccc2)cc1C,-6,4,12,1,12,-0.3,-7,6,-4,3
Cc1nn(-c2ccccc2)c2c1C(c1ccc(F)cc1)C(C#N)=C(N)O2 (configuration not stated),2,-2,4,9,-4,0.4,0,-5,6,3

As entered above:
O=C(Cc1c(Cl)cccc1Cl)OCC(=O)N1CCN(C(=O)c2ccco2)CC1 | PLC-beta3 inh = 2
Cn1c(C(=O)c2ccccc2)nc2ccccc21 | PLC-beta3 inh = -10
Cc1ccc(S(=O)(=O)N[C@@H](CC(C)C)C(=O)N2CCC(C(=O)N[C@@H](Cc3ccccc3)C(=O)O)CC2)cc1 | Rev-erbA mod = -3

(further entries)
structure,DDE Tn6 FP inh,UHRF1 MBD2 ctr,sPLA2-III inh,PLCg1 inh,ARFGAP1 inhibitor,proKLK7 act,ASAP1 inh,Rev-erbA mod,DDE Tn7 FP inh,PLC-beta3 inh
N#Cc1c(N)n(CCNC(=O)c2cccs2)c2nc3ccccc3nc12,2,-10,2,i,0,53*,17,-4,-4,i
CN(C(=O)c1cc(COc2ccc(F)cc2Cl)on1)C1CCCc2ccccc21 (configuration not stated),1,0,6,0,0,-0.3,7,4,13,-9
Cc1ccc(C(=O)Nc2ccncc2)cc1S(=O)(=O)N1CCOCC1,-3,3,11,2,7,-0.5,-6,-2,-1,-6
COC(=O)c1c(NC(=O)COC(=O)CNC(=O)c2ccco2)sc(C)c1C,3,0,-6,-2,-2,0.3,-7,-1,4,0
CSc1ncccc1C(=O)N1CCCC(C(=O)c2ccc3ccccc3c2)C1 (configuration not stated),-2,11,0,1,3,0.3,-5,0,1,-6
CCOC(=O)N1CCN(C(=O)c2cc3c(s2)-c2ccc(Cl)cc2S(=O)(=O)C3)CC1,1,0,-15,1,0,0.0,15,5,-4,1
COc1cccc(C(=O)N=c2sc3c(C)ccc(OC)c3n2C)c1,-4,1,-5,-14,-2,-8.6,-6,24*,-5,-16
COC(=O)c1c(NC(=O)CN2C(=O)NC3(CCC(C(C)(C)C)CC3)C2=O)sc2c1CCCCC2 (configuration not stated),7,6,-3,6,2,-0.5,-6,13,-3,2
Cc1cc(C)c(O)c(-c2cc(C(=O)NCCc3ccc(S(N)(=O)=O)cc3)[nH]n2)c1,-2,-1,-19,0,15,-0.1,1,-2,6,-8
Fc1ccc(NC(=S)NC2CC3CCCC(C2)N3Cc2cccs2)cc1 (configuration not stated),1,-2,7,3,2,0.9,-2,-3,2,4
O=S(=O)(Nc1ccc(O)c(Sc2nc3ccccc3s2)c1)c1cccc2ccccc12,-2,1,-56,2,2,0.2,-2,4,-9,0
CC(C(=O)Nc1nccs1)N1C(=O)C2CC=CCC2C1=O (configuration not stated),7,1,-3,-3,-2,-0.1,10,-3,-7,-3
CCn1c(SCC(=O)NCCOC)nc2sc3c(c2c1=O)CCCC3,-8,5,4,0,1,-0.7,-8,0,2,-6
CCCC(=O)NC(Nc1cccc(C(F)(F)F)c1)C(Cl)(Cl)Cl (configuration not stated),2,1,6,2,1,0.4,2,-1,-3,4
CCNc1nc(NCc2ccccc2)nc(SCC(=O)Nc2ccccc2)n1,-2,4,-15,4,27*,1.0,5,6,0,-4
CN(C)S(=O)(=O)N1CCN(C(=O)c2ccccc2)CC1,3,1,6,-1,3,0.0,0,1,2,0
Cc1cccc(C(=O)N2[C@@H](C(C)C)COc3cc(Br)ccc3S2(=O)=O)c1,3,3,4,-1,3,0.0,7,-2,-2,1
CC(=O)Nc1ccc(S(=O)(=O)NCCc2c[nH]c3ccc(C)cc23)cc1,6,1,-105,4,5,0.8,8,2,-11,-2
O=c1[nH]c(SCc2cccc(Cl)c2)nc2[nH]ncc12,6,1,-3,-2,1,-0.1,7,2,-2,-3
CCc1c(C)nc2ncnn2c1N1CCCC(C(=O)NCCc2ccc(OC)cc2)C1 (configuration not stated),-4,0,3,4,-1,0.6,-14,2,1,0
COc1ccc([N+](=O)[O-])cc1N1C(=O)c2cccnc2C1=O,-6,-3,1,4,-2,-0.2,3,8,1,-2
Nc1c(C(=O)Nc2ccc3c(c2)OCCO3)nnn1Cc1ccc(Br)cc1,3,-1,7,-6,18,2.6,-15,0,7,-14
Fc1ccc2nc(Nc3nc4cc5c(cc4s3)OCO5)sc2c1,5,2,8,-8,5,-1.0,12,12,1,-16
C#CCNC(=O)C[C@@H]1C[C@@]2(C(=O)OCC)CCCC=C2N(Cc2ccc3c(c2)OCO3)C1=O,8,-1,11,2,11,0.5,-4,-1,-3,2
COc1ccc(C(=O)Nc2nc(C)cs2)cc1S(=O)(=O)N1CCOCC1,-1,1,0,-4,-7,0.9,-2,-3,3,-1
CCOC(=O)N1CCC(N(CCN(C)C)C(=S)Nc2cccc(C)c2)CC1,5,-2,4,0,2,-0.8,-5,5,3,-3
COc1ccc(C2(C(=O)Nc3c(C)n(C)n(-c4ccccc4)c3=O)CCCC2)cc1OC,3,-2,-3,0,-6,-0.5,15,2,-7,2
CC(=O)c1cc2c(cc1N(C(=O)Cn1nnc3ccccc31)C(C(=O)NCCC(C)C)c1cccnc1)OCO2 (configuration not stated),-1,4,3,-4,-6,2.7,8,6,6,-10
COc1ccc(-c2csc3ncnc(N4CCN(c5cccc(C)c5C)CC4)c23)cc1,0,12,4,0,6,0.0,-8,-2,-2,-8
Cc1ccc(S(=O)(=O)c2cccc(S(=O)(=O)N3CCOCC3)c2)cc1S(=O)(=O)N1CCOCC1,2,-1,-1,2,-15,-1.0,14,3,2,-1
Cc1ccc(S(=O)(=O)N2CCC(C(=O)N[C@@H](C)C(=O)NCc3ccco3)CC2)cc1,-1,-4,-1,0,8,-0.6,-2,-3,-3,0
COc1ccc(Cc2nnc(N/N=C(\C)c3ccccc3)[nH]c2=O)cc1OC,-7,3,12,0,7,0.3,4,-4,6,-9
N#Cc1ccc(C(=O)NNC(=O)c2ccncc2)cc1,-6,-2,-4,5,-15,-0.2,2,3,-6,3
